Screening results: PubChem, Broad Institute
Casp6 inh: blocks human caspase-6 cleavage activity | inhibition, % at 12.5 µM | AID 686996 | purified caspase-6, Z-VEID-R110 cleavage fluorescence | hit rate 0.53% among 350,000 | P55212;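 active = mean inhibition across replicates at least about 35%, with every replicate also reaching that limit, limit read from the data; inconclusive = only one of the two criteria met; inactive = neither criterion met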;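 note: 0% = median of neutral control wells and 100% = no fluorescence left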
Target sequence (P55212 24-179 limits assumed): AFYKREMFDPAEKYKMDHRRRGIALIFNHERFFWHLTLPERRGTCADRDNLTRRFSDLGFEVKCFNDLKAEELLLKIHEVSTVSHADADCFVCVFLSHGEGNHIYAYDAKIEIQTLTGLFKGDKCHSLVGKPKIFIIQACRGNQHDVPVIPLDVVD
Target sequence (P55212 194-293 limits assumed): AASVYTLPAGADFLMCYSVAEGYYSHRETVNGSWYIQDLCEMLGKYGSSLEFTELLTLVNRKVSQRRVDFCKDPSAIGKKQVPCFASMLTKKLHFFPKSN
XiGFP reactiv: reactivates the inactive X chromosome in mouse fibroblasts. XiGFP mouse fibroblasts, % GFP-positive cells imaging, 3 d; cells co-treated with 5-aza-dC sensitizer; scaled so ellipticine positive control = 100%. activation, % at 7.58 µM. hit rate 0.055% among 360,000. AID 743238;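 active = mean normalized replicate activation at least 10% and every replicate at or above 10%; inconclusive = only one of the two criteria met; inactive = mean below 10% and not all replicates reach 10%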;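 note: 0% = median of on-plate neutral control wells and 100% = ellipticine 6 µM median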
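Assay system – SV40-immortalized XiGFP fibroblast cells, line 68-5-11 · Buffer or medium – DMEM supplemented with 5-aza-dC as sensitizing agent · Dosing – one concentration, pinned · Benchmarks – positive control ellipticine, 6 µM final · Times – 3 days compound exposure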
F508del corr: correctors of CFTR F508del function in bronchial epithelial cells | AID 720511 | activity (quench increase), % at 7.58 µM | hit rate 0.36% among 350,000 | CFBE cells, YFP halide quenching; stimulated with forskolin plus potentiator P3; % fluorescence drop versus neutral controls;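 active = mean added fluorescence quench of at least 8% versus neutral control, with both replicates also reaching 8%; inconclusive = only one of the mean or replicate conditions met; inactive = mean below 8% and not both replicates reaching 8%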;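 note: cells transiently co-express mutant CFTR-F508del with the halide-sensitive YFP; corrector assay measuring rescue of mutant channel to the surface after 24 h compound exposure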
DENV2 CPE rescue: inhibitors of DENV2 cytopathic effect; DENV2-infected cells, cytopathic effect rescue, plate reader; CPE inhibition, % at 9.99 µM; hit rate 1.7% among 350,000; in the data active = CPE inhibition above about 20%, passing the limit was not always enough; inconclusive = no clear call, values can overlap the other calls; tested in BHK-21 cells;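 note: 0% = median of neutral control wells and 100% = median of positive control wells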
E-selectin induc: induces E-selectin expression in human endothelial cells; AID 686992; hit rate 0.37% among 260,000; HUVEC E-selectin immunofluorescence imaging; normalized: neutral wells 0, TNF-alpha wells 100; activation, % at 7.58 µM;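 active = mean E-selectin-positive cell signal at least 10% of the positive control, reached in at least 60% of replicates, without over 20% cell loss; inconclusive = no rule given, readout overlaps actives, possibly toxicity-flagged; inactive = the rest, including those meeting only one limit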;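 note: in these data hits start at about 27%; measured in HUVEC primary endothelial cells; signal is the percent of cells scored E-selectin positive by PE staining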
Target sequence (P16581 whole entry, looked up): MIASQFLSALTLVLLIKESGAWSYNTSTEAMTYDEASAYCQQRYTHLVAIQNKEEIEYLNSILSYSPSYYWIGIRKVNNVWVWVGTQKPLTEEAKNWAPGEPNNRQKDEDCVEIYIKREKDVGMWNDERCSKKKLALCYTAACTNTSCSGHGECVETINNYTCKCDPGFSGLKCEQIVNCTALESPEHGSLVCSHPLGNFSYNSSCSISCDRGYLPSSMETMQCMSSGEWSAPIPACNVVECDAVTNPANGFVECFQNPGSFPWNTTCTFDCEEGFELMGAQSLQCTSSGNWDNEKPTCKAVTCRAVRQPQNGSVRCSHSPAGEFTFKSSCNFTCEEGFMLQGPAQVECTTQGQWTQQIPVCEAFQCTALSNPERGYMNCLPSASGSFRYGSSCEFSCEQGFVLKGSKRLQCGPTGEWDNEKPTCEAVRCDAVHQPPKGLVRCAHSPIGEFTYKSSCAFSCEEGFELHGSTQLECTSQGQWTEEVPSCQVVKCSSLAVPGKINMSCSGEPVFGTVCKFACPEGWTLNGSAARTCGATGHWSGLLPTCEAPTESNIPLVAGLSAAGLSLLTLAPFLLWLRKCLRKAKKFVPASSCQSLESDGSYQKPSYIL
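Test system: HUVEC | Signal: Immunofluorescence imaging | Read-out: Percent E-selectin-positive cells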
INS-1E GSIS act: GLuc luminescence reporter in INS-1E cells, primary screen for activators of glucose-dependent secretion of insulin; AID 743287; hit rate 0.61% among 370,000; activation, % at 16.6 µM; INS-1E GLuc reporter insulin secretion, 2-3 h;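 active = lowest replicate activation of at least 40%, so every replicate reaches that level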;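 note: 0% = median of neutral control wells and 100% = median of IBMX positive control wells; some compounds called inactive have numbers as strong as hits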
RAD54 branch: inhibitors of human RAD54 branch migration | RAD54 Holliday junction branch migration, FAM/BHQ fluorescence | AID 602329 | inhibition, % at 10.4 µM | Q92698 | hit rate 0.14% among 360,000;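 active = mean normalized replicate activity at least 40 and at least half of replicates scoring 40 or more; inconclusive = only one of the two criteria met; inactive = mean below 40 and under half of replicates reaching 40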;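 note: 0% = median of neutral control wells and 100% = median of positive control wells; inhibitors cause a drop in the FAM fluorescence signal; in these data hits start at about 50%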
RAD52 anneal inh: inhibitors of human RAD52 DNA annealing. P43351. hit rate 0.46% among 360,000. inhibition, % at 18.7 µM. recombinant RAD52 DNA annealing, FRET fluorescence;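 active = every replicate showing at least 50% inhibition; inconclusive = mean inhibition at least 50% but not in every replicate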
* = called active by the depositor; ? = inconclusive; · = no result given.

The line under a structure holds: Casp6 inh	XiGFP reactiv	F508del corr	DENV2 CPE rescue	E-selectin induc	INS-1E GSIS act	RAD54 branch	RAD52 anneal inh
- CC1C(=O)Nc2ccc(S(=O)(=O)NCCc3ccc(Cl)cc3)cc2NC1=O (centres undefined)
    0	-0.1	2.3	-12	·	·	15	-16
- CN1CCC(=NNC(=O)c2cn(-c3ccccc3)nc2-c2ccccc2)CC1
    2	0.1	1.2	11	·	-4	2	-17
- CC(C)C(NC(=O)c1ccc(C(C)(C)C)cc1)C(=O)N1CCC(C(N)=O)CC1 (centres undefined)
    1	0.1	0.0	-7	·	·	-12	-6
- Cc1ccc(S(=O)(=O)N(C)C[C@@H]2Oc3ccc(NS(=O)(=O)c4ccccc4)cc3CC(=O)N([C@@H](C)CO)C[C@@H]2C)cc1
    0	-1.2	-1.1	-8	-0.3	-10	1	5
- Cc1ccc(S(=O)(=O)Nc2ccc3c(c2)C(=O)N([C@@H](C)CO)C[C@@H](C)[C@@H](CN(C)S(=O)(=O)c2ccc(C)cc2)OCCCC[C@H](C)O3)cc1
    -1	-0.1	4.5	9	0.0	10	-11	-30
- C[C@@H]1CN([C@@H](C)CO)C(=O)Cc2cc(NC(=O)Cc3ccccc3)ccc2O[C@H]1CN(C)Cc1ccc(Oc2ccccc2)cc1
    1	-1.4	-8.2	1	9.0	-14	5	-27
- COc1ccc(NC(=O)c2[nH]c(C)c(C(C)=O)c2C)cc1S(=O)(=O)Nc1ccc(Br)cc1
    0	-0.1	0.7	6	11	-6	·	-59
- COc1ccc(NC(=O)[C@@H]2CCCN2S(=O)(=O)c2ccccc2F)cc1S(=O)(=O)N1CCCCC1
    -5	0.0	5.8	-4	0.0	-33	0	-10
- COc1ccc(-c2cn[nH]c2-c2ccc(OCc3ccccc3F)cc2O)cc1OC
    3	0.9	-4.3	4	0.0	-27	1	-17
- CCc1cc(CC)c(/C=N/NC(N)=O)c(CC)c1
    3	0.1	-1.1	-3	0.0	-23	·	-16
- O=C(/C=C/c1cccc(F)c1)NCc1ccc2c(c1)OCO2
    1	0.1	2.3	9	0.1	-10	3	-7
- CCN(CC)C(=O)C(Oc1ccc(S(=O)(=O)N2CCCC2)cc1[N+](=O)[O-])c1ccccc1 (centres undefined)
    2	0.3	1.5	1	0.0	-13	10	-7
- Cc1ccc2nc(NC(=O)CCNS(=O)(=O)c3ccc(Br)s3)sc2c1
    7	·	0.5	·	·	-31	·	-12
- CC(=O)N1[C@@H]2c3ccc(-c4ccccc4)c(=O)n3C[C@H]1[C@H](CO)[C@H]2C(=O)N1CCCCC1
    -1	0.6	1.9	-3	-0.2	1	3	63*
- COc1ccccc1CNC(=O)C[C@H]1C[C@H]2c3cc(NC(=O)C4CCOCC4)ccc3O[C@H]2[C@H](CO)O1
    -2	0.2	3.9	8	-0.3	0	0	-3
- O=C(NCCS(=O)(=O)c1ccc(Br)cc1)c1ccccc1Cl
    -1	-0.1	0.6	0	0.3	6	1	-5
- COC(=O)c1scc(S(=O)(=O)C(C)C)c1N/N=C(\C#N)C(=O)c1ccc(Cl)cc1
    -4	-0.1	-0.8	4	0.1	-56	·	1
- C[C@H]1CN([C@@H](C)CO)C(=O)Cc2cc(NS(=O)(=O)c3ccccc3)ccc2O[C@H]1CN(C)S(=O)(=O)c1ccc(F)cc1
    ·	0.1	1.8	11	0.1	-5	-1	·
- Nc1ncc(S(=O)(=O)c2ccc(Cl)cc2)c(N)n1
    1	0.0	-1.1	-2	-0.1	7	-9	-2
- N#CC1C(C#N)N2CCCN2C1c1ccc(Br)cc1 (centres undefined)
    -1	0.1	-1.4	1	·	·	·	-6
- S=C(Nc1ccccc1Cl)N1CCC(c2ccccc2)C1 (centres undefined)
    -1	0.0	2.7	2	0.3	15	·	0
- CCOc1ccc(COC(=O)C2CC(=O)N(CCc3ccccc3)C2)cc1OC (centres undefined)
    -2	0.1	-2.8	-2	-0.7	0	2	-4
- CCOC(=O)c1c(C)[nH]c(C(=O)OCC(=O)Nc2ccc(Cl)cn2)c1C
    2	0.5	2.8	3	3.9	7	2	-33
- O=C(CCC(=O)Nc1ccc(F)cc1)N/N=C/c1ccc(O)cc1O
    -11	0.2	-1.3	·	·	-3	-7	-19
- CC1(C)Cc2ccccc2-c2n[nH]c(=S)n21
    1	·	-2.8	2	·	13	4	-5
- O=C(O)COc1cccc(/C=C2/SC(=S)N(Cc3ccccc3)C2=O)c1
    25	0.2	-1.3	-6	·	-13	-12	-2
- N#C[C@H]1[C@H](c2ccccc2C2=CCCCC2)[C@H](CO)N1C(=O)NC1CCCCC1
    -2	0.3	0.7	-9	0.1	4	·	6
- O=C(c1noc2c1CCCC2)N1CCC(CO)(Cc2ccccc2Cl)CC1
    -1	-0.1	-2.5	·	2.4	-5	5	-9
- O=C(COC(=O)CCCN1C(=O)c2cccc3cccc(c23)C1=O)Nc1cccc(Br)c1
    -2	0.0	·	14	-1.3	-9	·	-22
- C[C@H]1CN([C@@H](C)CO)C(=O)c2cc(C#CCc3ccccc3)cnc2O[C@H]1CN(C)Cc1ccc(C(=O)O)cc1
    4	-0.1	2.7	-3	-0.3	1	1	-6

Part of the list above in order of heavy-atom count, descending.
The line under a structure holds: Casp6 inh	XiGFP reactiv	F508del corr	DENV2 CPE rescue	E-selectin induc	INS-1E GSIS act	RAD54 branch	RAD52 anneal inh
- O=C(c1noc2c1CCCC2)N1CCC(CO)(Cc2ccccc2Cl)CC1
    -1	-0.1	-2.5	·	2.4	-5	5	-9
- N#CC1C(C#N)N2CCCN2C1c1ccc(Br)cc1 (centres undefined)
    -1	0.1	-1.4	1	·	·	·	-6
- Nc1ncc(S(=O)(=O)c2ccc(Cl)cc2)c(N)n1
    1	0.0	-1.1	-2	-0.1	7	-9	-2

Other results.
The line under a structure holds: Casp6 inh	XiGFP reactiv	F508del corr	DENV2 CPE rescue	E-selectin induc	INS-1E GSIS act	RAD54 branch	RAD52 anneal inh
- CCCNC(=O)C1(C)CCCN(Cc2ccsc2)C1 (centres undefined)
    5	0.1	-2.6	18	9.0	-4	-3	-2
- CSCCC(c1nc2ccccc2[nH]1)n1c(C)nc2ccccc21 (centres undefined)
    1	0.0	4.8	1	3.4	11	·	-5
- CC1=NN(C(=O)Cn2ccc([N+](=O)[O-])n2)C(O)(C(F)(F)F)C1 (centres undefined)
    1	0.1	·	2	0.2	12	·	-10
- COc1ccc(N2CCN(C(CNC(=O)C(C)(C)C)c3ccco3)CC2)cc1 (centres undefined)
    -1	0.0	1.6	6	·	-10	·	-3
- C[C@@H]1CN([C@@H](C)CO)C(=O)Cc2cc(NC(=O)NC3CCCCC3)ccc2O[C@@H]1CN(C)Cc1ccc2c(c1)OCO2
    0	0.4	-0.4	0	-13	-11	-11	9
- O=C(CN1C(=O)NC2(CCCC2)C1=O)N1CCN(c2ccccc2Cl)CC1
    1	0.0	-2.5	?	0.4	-17	-14	-5
- CC(C)Cc1nnc(NC(=O)CCC(=O)NC2CCCc3ccccc32)s1 (centres undefined)
    ·	0.1	·	·	0.1	12	6	·
- COc1ccc2c3c([nH]c2c1)[C@H](CO)N(C(=O)c1ccccn1)CC31CN(C(=O)C2CCCCC2)C1
    ·	-0.1	-2.2	-17	0.1	14	·	·
- COc1cccc(/C=C/C(=O)c2cccc([N+](=O)[O-])c2)c1
    1	-0.1	3.3	·	-1.4	-6	·	-14
- C[C@@H]1CN([C@@H](C)CO)C(=O)c2cc(-c3cccc(C#N)c3)cnc2O[C@@H]1CN(C)C(=O)C1CCCCC1
    3	0.1	0.4	8	0.1	21	-2	-9
- O=C(O)c1ccc(CNC(=O)C2CCN(S(=O)(=O)c3cccs3)CC2)cc1
    1	0.0	-0.7	-7	3.0	-2	2	-8
- O=C(C[C@@H]1C[C@@H]2c3cc(NC(=O)CC4CC4)ccc3O[C@@H]2[C@H](CO)O1)NCC(F)(F)F
    1	0.4	0.9	1	0.3	-11	-9	-4
- O=C(Nc1ccc(Oc2cccnc2)cc1)C1CCN(Cc2ccccc2F)CC1
    -1	0.4	-1.6	1	-0.3	12	6	-33
- Cc1cc(=O)[nH]c(SCCOc2cccc(C(F)(F)F)c2)n1
    -1	·	3.7	-5	·	-17	·	-8
- Cc1ccc(S(=O)(=O)N2CCOCC2)cc1NC(=O)COC(=O)C1COc2ccccc2O1 (centres undefined)
    -1	0.4	·	0	-0.1	·	9	-7

Single values from above:
Result of `CC(C)Cc1nnc(NC(=O)CCC(=O)NC2CCCc3ccccc32)s1` (centres undefined) in RAD54 branch: 6
Result of `COc1cccc(/C=C/C(=O)c2cccc([N+](=O)[O-])c2)c1` in RAD52 anneal inh: -14

The list goes on.
The line under a structure holds: Casp6 inh	XiGFP reactiv	F508del corr	DENV2 CPE rescue	E-selectin induc	INS-1E GSIS act	RAD54 branch	RAD52 anneal inh
- O=S1(=O)CC(N2CCN(CC3CC3)CC2)CN1Cc1ccccc1 (centres undefined)
    -4	0.0	1.2	1	·	19	3	-4
- C[C@@H]1CN([C@H](C)CO)C(=O)c2cccc(NC(=O)C3CC3)c2O[C@H]1CN(C)Cc1ccc(C(F)(F)F)cc1
    1	0.1	1.8	3	-0.3	-7	-3	2
- Cc1nc(N2[C@H](C#N)[C@H](c3ccccc3)[C@H]2CO)sc1C
    -2	-0.1	2.3	2	-0.2	14	8	-6
- Cc1ccccc1OCC(O)CN1CCN(CC(O)COc2ccccc2C)C(C)C1 (centres undefined)
    -2	0.2	·	-5	2.3	-43	-27	5
- C[C@@H]1CN([C@@H](C)CO)C(=O)c2cccc(NC(=O)Nc3cccc4ccccc34)c2O[C@@H]1CN(C)CC1CC1
    -2	0.2	2.4	7	0.3	21	10	7
- CCS(=O)(=O)Nc1ccc(C(=O)NCCSc2ccccc2)cc1
    1	0.0	0.5	32*	-0.2	5	-8	5
- Cn1ccc2c(-c3ccc(C(=O)O)cc3)cc3c(c21)C1CCC3C1 (centres undefined)
    8	0.0	3.2	0	-0.1	9	0	-23
